# bIAP inh: intestinal alkaline phosphatase (bovine) inhibition. purified bovine IAP, CDP-star luminescence, 30 min. inhibition, % at 20 µM. 190,000 tested, under 10 active. AID 1019;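 active = over 50% inhibition of intestinal alkaline phosphatase at 20 µM in the single-dose screen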
#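 System: Purified bovine intestinal alkaline phosphatase (IAP) enzyme | Input: IAP diluted 1/65,000,000 in the well | Also added: CDP-star chemiluminescent phosphatase substrate, 30 µM final | Dosing: 20 µM single dose | Times: Enzyme reaction for 30 min at room temperature | Detection: Luminescence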
# ROMK primary: modulates human ROMK potassium channel activity; B-score at 10 µM; P48048; actives 2% (n = 130,000); AID 1918; Tet-inducible ROMK, thallium flux fluorescence; actives lie on both sides;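 active = signal ratio slope over the read window, or its plate-corrected B-score, at least 3 SD from the plate mean, either direction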;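 also: B-score of the F/F0 ratio slope over 7 to 12 s after thallium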
# Target sequence (P48048 whole entry, looked up): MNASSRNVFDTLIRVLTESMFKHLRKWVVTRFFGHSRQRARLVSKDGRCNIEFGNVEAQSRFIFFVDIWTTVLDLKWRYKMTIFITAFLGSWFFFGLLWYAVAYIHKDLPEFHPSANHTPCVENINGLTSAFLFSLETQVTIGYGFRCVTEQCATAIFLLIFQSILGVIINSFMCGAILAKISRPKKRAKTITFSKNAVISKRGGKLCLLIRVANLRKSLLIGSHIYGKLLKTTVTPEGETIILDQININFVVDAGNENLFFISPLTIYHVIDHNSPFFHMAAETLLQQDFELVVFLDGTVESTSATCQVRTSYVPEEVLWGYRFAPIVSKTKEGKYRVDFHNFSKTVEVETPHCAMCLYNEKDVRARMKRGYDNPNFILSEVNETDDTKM
# bIAP activator: intestinal alkaline phosphatase (bovine) activation; purified bovine IAP, CDP-star luminescence, 30 min; stronger effect = higher value; fold of DMSO-control signal, blank-subtracted; activation factor at 20 µM; actives 0.17% (n = 200,000); AID 1016;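 active = activation factor of 2 or more at 20 µM, a signal rise over negative controls twice the positive control's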
# SRC2 TRFRET art: flags TR-FRET format artefacts in PPARgamma SRC-2 recruitment agonist screen | TR-FRET ratio at 8 µM | actives 0.4% (n = 200,000) | TR-FRET artefact counter-screen; stronger effect = higher value | AID 1049; in the data active = TR-FRET ratio above about 2000; also: inactives centre near 1500
# STAT3 blocker: reduces IL-6 driven STAT3 reporter signal | U3A cells, IL-6 STAT3-luciferase reporter, luminescence; host cell line lacks STAT1 | inhibition, % at 5.5 µM | actives 0.89% (n = 190,000) | AID 862;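 active = inhibition above the mean inhibition across all screened compounds plus 3 SD, cut at about 44% in these data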;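 also: 0% = DMSO only wells and 100% = 100 µM nifuroxazide control wells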
# PPARg SRC3 recr: promotes SRC-3 coactivator recruitment by human PPARgamma; P37231; AID 731; actives 0.26% (n = 200,000); biochemical PPARgamma/SRC-3 coactivator recruitment assay; activation, % at 8 µM; in the data active = activation above about 23%;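 also: 0% = DMSO and 100% = reference agonist; some compounds past the cut are filed as inactive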
# Target sequence (P37231 whole entry, looked up): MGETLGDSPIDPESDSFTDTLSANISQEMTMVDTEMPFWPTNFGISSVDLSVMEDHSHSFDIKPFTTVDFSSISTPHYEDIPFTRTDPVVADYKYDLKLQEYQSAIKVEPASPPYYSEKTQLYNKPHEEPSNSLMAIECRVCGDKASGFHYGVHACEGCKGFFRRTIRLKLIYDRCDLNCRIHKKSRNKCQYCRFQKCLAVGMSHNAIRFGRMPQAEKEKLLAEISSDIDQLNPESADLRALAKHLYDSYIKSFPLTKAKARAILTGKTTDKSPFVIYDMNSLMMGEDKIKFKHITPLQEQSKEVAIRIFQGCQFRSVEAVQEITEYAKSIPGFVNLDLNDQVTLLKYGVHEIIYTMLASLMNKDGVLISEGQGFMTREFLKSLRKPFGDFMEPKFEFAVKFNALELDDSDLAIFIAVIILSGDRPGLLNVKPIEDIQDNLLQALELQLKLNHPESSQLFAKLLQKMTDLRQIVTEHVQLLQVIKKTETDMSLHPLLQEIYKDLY
# PPARg SRC2 recr: promotes SRC-2 coactivator recruitment by human PPARgamma; PPARgamma LBD-SRC-2 recruitment, biochemical; actives 0.34% (n = 200,000); activation, % at 8 µM; in the data active = activation above about 22%;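 also: 0% = vehicle and 100% = reference agonist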
# STAT3 act: activators of IL-6 induced STAT3 signaling | activation (% of control), % at 5.6 µM | actives 0.91% (n = 190,000) | U3A cells, IL-6 STAT3-luciferase reporter, luminescence; 100% = signal with IL-6 EC80 alone;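 active = activation above the screen-wide mean of compound activation plus 3 SD, cut at about 130% in these data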;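 also: 0% = background luminescence of wells with medium and substrate only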
#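 Material: human U3A cells carrying STAT3-luciferase construct. Measured by: reporter luminescence signal. Timing: compound 1 h, then IL-6 6 h at 37 °C.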
# STAT1 inh: STAT1 signaling inhibition; NIH 3T3 STAT1-luciferase reporter, IFN-gamma, luminescence; inhibition, % at 5.5 µM; actives 0.35% (n = 200,000); AID 920;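 active = inhibition above a set limit, the mean inhibition across all tested compounds plus 3 SD, cut at about 34% in these data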;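 also: 0% = IFN-gamma with DMSO and 100% = IFN-gamma with 300 µM nifuroxazide; values of inactives mirror those of a sister screen read the other way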
# PPARg SRC1 recr: agonists of human PPARgamma SRC-1 coactivator recruitment; P37231; PPARgamma-SRC-1 coactivator recruitment biochemical assay; activation, % at 8 µM; actives 0.41% (n = 200,000); in the data active = activation above about 19%;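 also: 0% = DMSO and 100% = reference agonist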
# TNAP act hi DEA: TNAP (human) activation, high acceptor; AID 1136; activation factor at 20 µM; purified TNAP, CDP-star luminescence, 1 M DEA, 30 min; stronger effect = higher value; 0 = EDTA background, 1 = DMSO-only activity; 200,000 tested, under 10 active; P05186;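 active = activation factor at least 2 at 20 µM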
#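 Dosing: 20 µM single point. System: human TNAP. Amount: TNAP 1/800 final. Incubation: 30 min, room temperature. Read-out: TNAP activation factor scaled between EDTA and DMSO control wells. Signal: luminescence from CDP-star hydrolysis. Medium: 1 M DEA, pH 9.8, Mg2+, Zn2+. Control set: EDTA negative control, DMSO positive control.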
# * = called active by the depositor; . = not tested or not shown.
cpd	Molecule	bIAP inh	ROMK primary	bIAP activator	SRC2 TRFRET art	STAT3 blocker	PPARg SRC3 recr	PPARg SRC2 recr	STAT3 act	STAT1 inh	PPARg SRC1 recr	TNAP act hi DEA
1	Cc1cccc(NC(=S)NC(=O)CCc2ccccc2)c1C	14.7	0.027	0.9	1439	-1.9	1.9	-0.6	101.8	-1.6	-7.0	1.1
2	CCOC(=O)Nc1ccc(NC(=O)OCC)cc1	6.8	0.575	0.9	1504	12.8	-2.5	6.8	88.3	11.1	4.5	1
3	Brc1csc(C=Nc2ccc3c(c2)OCCOCCOCCOCCO3)c1	5.8	0.494	0.9	1588	-6.9	-1.1	3.2	103.4	-1.4	-4.0	1
4	O=C(NCCCNc1ccc(C(F)(F)F)cc1[N+](=O)[O-])c1ccc(Cl)cc1	17.9	.	0.8	1644	3.1	-3.5	8.5	107.3	-0.5	-2.7	1
5	CCOC(=O)C(CC)Sc1nc2c(cnn2-c2ccccc2)c(=O)[nH]1 (centres undefined)	-2.6	.	1	1351	3.5	-11.8	-7.2	104.5	-10.1	-5.9	1
6	O=C1NC2NC(=O)N(C(Cc3ccccc3)C(=O)O)C2N1 (centres undefined)	5.9	1.91	0.9	1525	2.9	-4.6	1.8	99.7	-13.1	2.6	1
7	Cc1cccc(NC(=O)c2ccc3c(Cl)c4c(nc3c2)CCCC4)n1	-0.4	0.269	1	1816	64.0*	3.0	0.3	51.4	-52.1	6.4	1
8	CCOc1cc(S(=O)(=O)NC2CCCCCC2)ccc1F	34.2	.	0.7	1545	29.0	2.8	8.0	78.1	19.4	8.4	1
9	Clc1cccc(CNc2nnnn2-c2ccccc2)c1	10.2	.	0.9	1636	26.7	4.7	9.2	79.8	20.5	3.3	1
10	CC(C)N1C(=O)CCC1C(=O)NCc1ccco1 (centres undefined)	-16.6	0.179	1.2	1532	5.4	-1.1	-2.9	100.7	-1.8	-2.0	1
11	CCOc1cccc(C2c3c(oc4ccccc4c3=O)C(=O)N2c2ccccn2)c1 (centres undefined)	10.5	-0.094	0.9	1521	2.2	1.0	3.8	98.0	-3.7	7.0	1
12	CCOc1ccccc1-n1c(SCC(=O)N2CCOCC2)nnc1-c1ccccn1	-4.8	.	1	1479	6.9	0.8	-2.4	99.3	-1.4	-3.8	1.1
13	Clc1ccc(OCCn2cnc3ccccc32)cc1	14.4	.	0.9	1618	15.0	3.5	10.6	89.8	-10.2	2.2	1
14	CC1CCCCN1C(=S)NCc1ccccc1 (centres undefined)	11.2	.	0.9	1705	22.9	3.7	0.3	83.7	11.2	3.5	1
15	O=C(O)c1ccc(C=C(c2nc3ccccc3s2)c2nc3ccccc3s2)cc1	-18.3	-0.0846	1.2	1566	5.9	3.0	-1.9	98.1	-4.3	7.5	1
16	CN(C)S(=O)(=O)c1cc(C(=O)OCCn2cnc3c2c(=O)n(C)c(=O)n3C)ccc1Cl	0.6	-0.184	1	1590	7.2	6.9	2.0	97.3	6.3	-0.9	1
17	COC(=O)c1ccc(/C=N/NC(=S)NCCN2CCOCC2)cc1	1.1	0.98	1	1619	0.4	0.7	-6.4	101.0	-5.4	-4.2	1
18	CC(=O)Nc1nnc(SCC(=O)NCCOc2ccccc2)s1	5.0	-0.558	0.9	1506	10.3	-3.1	7.4	91.8	-4.9	3.6	1
19	CN(C)CCNC(=O)CNC(=S)N(Cc1ccccc1)Cc1ccccc1F	-57.1	-0.824	1.6	1666	15.7	2.6	4.2	93.3	-2.5	7.8	1
20	COc1cccc(CN=C2Nc3ccccc3CS2)c1	-1.7	-0.877	1	1422	-4.2	-5.0	-3.5	111.4	-50.0	-1.4	1

# 4 entries out of the list, sorted by length of the SMILES, rising:
cpd	Molecule	bIAP inh	ROMK primary	bIAP activator	SRC2 TRFRET art	STAT3 blocker	PPARg SRC3 recr	PPARg SRC2 recr	STAT3 act	STAT1 inh	PPARg SRC1 recr	TNAP act hi DEA
13	Clc1ccc(OCCn2cnc3ccccc32)cc1	14.4	.	0.9	1618	15.0	3.5	10.6	89.8	-10.2	2.2	1
10	CC(C)N1C(=O)CCC1C(=O)NCc1ccco1 (centres undefined)	-16.6	0.179	1.2	1532	5.4	-1.1	-2.9	100.7	-1.8	-2.0	1
17	COC(=O)c1ccc(/C=N/NC(=S)NCCN2CCOCC2)cc1	1.1	0.98	1	1619	0.4	0.7	-6.4	101.0	-5.4	-4.2	1
5	CCOC(=O)C(CC)Sc1nc2c(cnn2-c2ccccc2)c(=O)[nH]1 (centres undefined)	-2.6	.	1	1351	3.5	-11.8	-7.2	104.5	-10.1	-5.9	1

# Continuation:
cpd	Molecule	bIAP inh	ROMK primary	bIAP activator	SRC2 TRFRET art	STAT3 blocker	PPARg SRC3 recr	PPARg SRC2 recr	STAT3 act	STAT1 inh	PPARg SRC1 recr	TNAP act hi DEA
21	COc1cccc(N(CC(=O)N2CCc3ccccc3C2)S(C)(=O)=O)c1	0.1	0.102	1	1476	-1.2	2.6	2.6	106.3	4.4	1.1	1
22	Cn1c(/N=C/c2cccs2)nc2ccccc21	-2.9	0.355	1	1369	-54.6	-8.1	-14.1	146.7*	1.3	-5.7	1.1
23	Cc1cc(/C=N/n2c(COc3ccccc3)nc3ccccc3c2=O)c(O)c([N+](=O)[O-])c1	0.5	.	1	1563	-4.1	-2.2	-0.3	99.1	11.4	9.6	0.8
24	CN(C)S(=O)(=O)c1ccc(N=Cc2c(C(F)(F)F)[nH][nH]c2=O)cc1	0.9	-1.66	1	1677	13.6	-1.9	4.0	94.0	-1.8	4.4	1
25	Cn1nc(C(=O)Nc2ccc(S(=O)(=O)N3CCCC3)cc2)ccc1=O	9.4	0.962	0.9	1715	-1.4	1.4	4.8	105.1	-10.1	6.5	1
26	Cc1cc(C(=O)COC(=O)c2ccc(Br)o2)c(C)n1Cc1ccco1	5.3	-0.387	0.9	1589	-5.2	7.2	7.8	111.6	-18.1	9.1	1
27	O=C(CCNc1n[nH]c(=O)[nH]c1=O)N/N=C/c1ccc(C(F)(F)F)cc1	10.1	-0.448	0.9	1576	9.8	-3.4	-1.5	98.8	-7.1	2.0	1
28	Cc1cccc(-c2nc3cc(NC(=O)C4CCCO4)ccc3o2)c1 (centres undefined)	14.4	.	0.9	1730	71.7*	1.1	0.7	41.8	-33.7	-2.7	1
29	COC(=O)Cn1c(=O)c(=O)n(CC(=O)OC)c2ccccc21	25.3	0.5	0.7	1651	5.1	5.1	6.6	97.5	2.5	1.7	1
30	CCS(=O)(=O)N1CCCC(C(=O)NCC2CCCO2)C1 (centres undefined)	7.3	0.165	0.9	1563	2.1	-6.8	0.0	104.7	-3.6	-0.4	1.1
31	O=C(c1ccccc1S(=O)(=O)NCC(O)COc1ccc([N+](=O)[O-])cc1)N1CCCCC1 (centres undefined)	-3.9	.	1	1519	1.4	-9.5	4.7	101.1	3.2	0.6	1
32	CC(C)CC(=O)NCCCCc1ccccc1	5.6	.	0.9	1518	7.5	4.2	-3.8	94.5	-2.5	10.3	1
33	O=C(O)CCCCOn1ccnc1	-5.7	0.0194	1.1	1413	4.1	-4.4	6.5	98.3	10.5	-1.0	1
34	O=[N+]([O-])c1ccc(N2CCSCC2)cc1	-13.0	-1.51	1.1	1344	2.2	-2.0	-2.8	100.2	-3.3	2.4	0.9
35	COc1cccc(NC(=O)CN(C)CC(=O)Nc2ccc(Br)cc2)c1	-10.6	-1.51	1.1	1732	-13.3	3.9	12.0	116.0	2.7	10.8	1
36	Cc1ccc(CNc2ccc3c(c2)OCO3)c(C)c1	21.3	-0.727	0.8	1479	-1.9	0.2	4.5	103.5	-27.8	6.8	1
37	COc1ccccc1C1=NOC(COC(=O)c2ccc(Br)cc2)C1 (centres undefined)	-2.3	0.82	1	1766	6.4	2.9	2.0	97.6	-2.9	4.2	1
38	O=C(Nc1ccccc1)N(CCN1CCOCC1)Cc1ccccc1F	13.1	.	0.9	1248	-13.6	-3.5	12.8	112.8	0.9	-3.5	1.1
39	COC(=O)c1cc[n+](CC(=O)c2ccccc2)cc1	9.8	-0.189	0.9	1599	8.8	-1.0	7.5	95.5	-1.2	-2.0	0.9
40	CN1CCN(/N=C/c2nc(-c3ccccc3Cl)n3ccccc23)CC1	5.2	.	0.9	1460	-0.4	0.5	-1.3	105.3	4.0	8.8	1
41	Cc1cc(C)c2cc(CN(CCO)C(=O)Nc3ccc(F)cc3)c(=O)[nH]c2c1	16.1	.	0.8	1341	12.4	-5.5	-3.9	93.1	9.3	-10.9	1
42	Cc1ccnc(NC(=O)c2ccc3c(c2)C(=O)N(CC2CCCO2)C3=O)c1 (centres undefined)	-5.1	0.258	1.1	1624	1.9	3.4	-1.0	102.5	-19.9	-1.1	1
43	Cc1ccc(NC2=C/C(=N/S(=O)(=O)c3cccs3)c3ccccc3C2=O)cc1C	-17.8	-0.00495	1.2	1641	2.2	3.4	5.4	105.9	1.7	4.6	0.8

# Looked up above:
# compound 25 in SRC2 TRFRET art = 1715
# compound 26 in bIAP activator = 0.9
# compound 23 in STAT1 inh = 11.4

# 2 of these compounds in a different format.
24) CN(C)S(=O)(=O)c1ccc(N=Cc2c(C(F)(F)F)[nH][nH]c2=O)cc1
25) Cn1nc(C(=O)Nc2ccc(S(=O)(=O)N3CCCC3)cc2)ccc1=O
assay / compound,24,25
bIAP inh,0.9,9.4
ROMK primary,-1.66,0.962
bIAP activator,1,0.9
SRC2 TRFRET art,1677,1715
STAT3 blocker,13.6,-1.4
PPARg SRC3 recr,-1.9,1.4
PPARg SRC2 recr,4.0,4.8
STAT3 act,94.0,105.1
STAT1 inh,-1.8,-10.1
PPARg SRC1 recr,4.4,6.5
TNAP act hi DEA,1,1
